High-throughput results from PubChem.
MC4R antag cAMP: blocks human MC4R cAMP signaling | P32245 | MC4R-expressing cells, MTII-stimulated cAMP, LANCE TR-FRET | inhibition, % at 6.5 µM | 360,000 tested, 0.48% active;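 active = inhibition above its plate's cutoff, the mean of tested wells on that plate plus 3 SD, cut at about 29% in these data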;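 also: 0% = Melanotan II alone and 100% = Melanotan II plus saturating MCL0020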
Target sequence (P32245 whole entry, looked up): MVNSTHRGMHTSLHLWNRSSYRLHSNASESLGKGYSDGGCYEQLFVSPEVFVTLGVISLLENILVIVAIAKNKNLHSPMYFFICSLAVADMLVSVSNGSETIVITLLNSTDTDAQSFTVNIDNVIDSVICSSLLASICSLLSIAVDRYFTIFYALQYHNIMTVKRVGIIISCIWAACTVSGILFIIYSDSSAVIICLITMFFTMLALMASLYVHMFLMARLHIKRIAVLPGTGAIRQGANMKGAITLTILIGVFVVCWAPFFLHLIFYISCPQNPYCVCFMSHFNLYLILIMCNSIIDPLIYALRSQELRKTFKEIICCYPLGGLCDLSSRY
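system = U2OS cells with stable human MC4R expression | also added = Melanotan II challenge after compound preincubation | dosing = one concentration, 6.5 µM nominal | incubation = compound 30 min, challenge 1 h, detection 1 h | measured by = TR-FRET with Eu-cAMP and labeled anti-cAMP, 671 nm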
Exocytosis inh: blocks lytic granule exocytosis; 360,000 tested, 0.66% active; TALL-104 LAMP-1 surface exposure, flow cytometry; cells stimulated with thapsigargin and PMA; AID 651702; inhibition, % at 10 µM;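 active = inhibition above about 55%, limit read from the data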
ABHD5 PLIN5 PPI: inhibitors of human ABHD5-perilipin-5 interaction; Q00G26+Q8WTS1; Split G. princeps luciferase complementation, luminescence, 4 h; inhibition, % at 4 µM; 360,000 tested, 0.78% active; AID 602281;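 active = inhibition above the mean inhibition across every tested compound plus 3 SD, cut at about 22% in these data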;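 also: 0% = DMSO only wells and the 100% control is not disclosed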
Cardio protect: myocardial damage modulation in H9c2 cells; H9c2 cardiomyocytes, H2O2 injury protection, ATPLite, 2 h; protection from H2O2 cell death, % at 20 µM; 360,000 tested, 0.63% active;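 active = compounds giving at least 50% protection of heart cells from peroxide-induced death in the single-dose screen, raw or plate-pattern-corrected value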;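 also: 0% = DMSO wells with peroxide and 100% = DMSO wells without peroxide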
aDG glyco act: alpha-DG glycosylation activation; Pro5-aDG cells, alpha-DG glycosylation AlphaScreen (IIH6); 0% Pro5, 100% B10-LARGE cell signal; activation, % at 10 µM; 360,000 tested, 0.22% active;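 active = activation of at least 8% versus controls, or a plate z-score of at least 8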;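 also: Pro5 are CHO cells carrying HIG-tagged alpha-DG that lacks glycosylation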
MC4R barr agon: human MC4R agonism via beta-arrestin; activation, % at 8.9 µM; P32245; U2OS MC4R beta-arrestin complementation, luminescence; percent of melanotan II response, DMSO zero; 360,000 tested, 0.98% active;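 active = activation above a per-plate cutoff, the mean activation of sample wells on that plate plus 3 SD, cut at about 8% in these data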
hiPSC survival: hiPSC single-cell survival enhancement; ATPlite luminescence; 100% = ROCK inhibitor wells, 0% = DMSO; survival enhancement, % at 20 µM; 360,000 tested, 0.044% active; AID 602274; in the data active = survival enhancement above about 18%;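 also: cells exposed to compounds for 16 hours before the ATP read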
ABCB6 inh MLPCN: blocks the human ABCB6 transporter; fluorescence ratio to DMSO, % at 10 µM; K562-ABCB6 porphyrin accumulation, flow cytometry, 1 h; stronger effect = lower value; 360,000 tested, 0.19% active; Q9NP58; AID 602162;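 active = fluorescence ratio to DMSO below 75%, the collection mean minus 3 SD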;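 also: signal is porphyrin accumulated inside mitochondria; 100% equals median channel fluorescence of DMSO control wells; lower ratio means ABCB6 inhibition with less porphyrin fluorescence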
N-glyco inh: N-linked glycosylation inhibition; D54 ERlucT glycosylation luciferase reporter, 24 h; percent of 100 nM tunicamycin response; reporter increase, % at 12.5 µM; 360,000 tested, 0.23% active;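 active = mean luciferase reporter signal, scaled so untreated is 0 and the glycosylation-blocking control 100, at or above a set limit in every replicate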;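 also: luciferase carries N-glycosylation sites so blocking glycosylation raises the light; 0% = median of neutral control wells and 100% = median of 100 nM tunicamycin wells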
m5-HT2A agonist: activates the mouse 5-HT2A serotonin receptor; P35363; CHO-K1 mHTR2A beta-arrestin complementation, luminescence; percent of 30 µM serotonin response; activation, % at 7.6 µM; 360,000 tested, 0.66% active; AID 624169;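 active = activation above a run cutoff, the mean activation of all tested compounds plus 3 SD, cut at about 14% in these data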;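 also: 0% = plate median of compound wells and 100% = 30 µM serotonin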
Target sequence (P35363 whole entry, looked up): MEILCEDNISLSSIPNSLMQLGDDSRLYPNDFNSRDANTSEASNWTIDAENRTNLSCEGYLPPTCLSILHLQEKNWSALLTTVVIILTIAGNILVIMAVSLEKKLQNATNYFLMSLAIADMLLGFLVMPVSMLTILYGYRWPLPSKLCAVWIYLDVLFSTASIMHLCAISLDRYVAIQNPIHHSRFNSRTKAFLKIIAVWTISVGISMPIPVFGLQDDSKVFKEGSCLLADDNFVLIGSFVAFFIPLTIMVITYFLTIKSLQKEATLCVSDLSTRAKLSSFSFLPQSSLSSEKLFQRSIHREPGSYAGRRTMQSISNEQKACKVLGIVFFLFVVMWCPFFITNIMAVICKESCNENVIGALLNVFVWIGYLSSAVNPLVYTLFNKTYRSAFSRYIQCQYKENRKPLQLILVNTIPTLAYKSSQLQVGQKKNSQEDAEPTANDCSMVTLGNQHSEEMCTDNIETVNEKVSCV
An asterisk follows results filed as active; / = not tested or not shown. A portion of the library; count on the stated rates, not on these rows.

SMILES	MC4R antag cAMP	Exocytosis inh	ABHD5 PLIN5 PPI	Cardio protect	aDG glyco act	MC4R barr agon	hiPSC survival	ABCB6 inh MLPCN	N-glyco inh	m5-HT2A agonist
O=c1cc(C2CCNCC2)[nH][nH]1	2	2	-17	6	0.1	-2.3	-0.9	105	-1	7
COc1ccc(-n2c(O)c(/C=C3\C=Nc4ccc(Br)cc43)c(=O)[nH]c2=O)c(OC)c1	20	-7	22	12	-0.1	0.4	-0.4	95	11	7
CCSP1(=S)N=C(N2CCOCC2)C(C#N)=C2CCCN21 (configuration not stated)	6	-5	2	0	3.4	0.2	-0.4	94	2	-5
COc1ccc(CN2C(=O)NC(=O)/C(=C/c3cc(OC)c(OC)c(OC)c3)C2=O)cc1	2	-7	2	-4	0.0	-0.9	-0.4	97	4	0
CCSC1=NN1c1cc(C)nc(N)n1	3	1	-3	6	0.1	-1.4	0.0	98	1	2
Cc1cc([P+](=O)O)c(C)n1-c1ccc(Br)cc1	3	-2	3	2	0.0	-2.1	0.6	96	-1	0
COc1ccc(CCNCc2cccc(C(F)(F)F)c2)cc1OC	6	-1	2	6	0.9	-0.8	0.1	98	-3	2
Cn1cccc1CNCCc1ccc(F)cc1	3	-2	6	10	0.6	-0.5	1.2	99	1	7
CS(=O)(=O)c1ccc(C2=C(CNC(=O)c3nccs3)[C@H]3CC[C@@H](C2)N3Cc2ccco2)cc1	2	-4	-6	-7	0.7	-0.7	-0.7	92	1	4
COc1ccc(C2CN(C)CC2C(=O)c2ccc(C)cc2)cc1Cl (configuration not stated)	20	11	6	3	0.5	0.6	-0.3	96	-6	-7
CN(C)Cc1c[nH]c2cc([N+](=O)[O-])ccc12	3	0	8	6	-0.1	-0.4	1.2	93	0	-3
CC(NC1=NCCS1)c1ccccc1 (configuration not stated)	-4	-3	-9	5	0.1	-2.6	-0.5	99	2	0
O=C(O)CCCc1ccc(N(CCCl)CCCl)cc1	2	2	-1	-3	-0.2	-0.4	-0.2	107	1	-2
O=C1Nc2ccccc2/C1=C/c1cnc[nH]1	-22	0	-2	0	0.0	-2.0	-2.9	96	18	-3
COc1ccc(CN2CCN(C(=O)Cc3ccccc3)CC2)cc1OC	1	-6	-14	-6	-0.1	-2.1	0.9	93	2	-3
Cc1c(C(=O)Nc2ccccc2)c2cc(O)ccc2n1Cc1ccccc1	3	12	-5	-8	0.1	2.8	1.7	92	4	-5
Cc1cccc(OP(=O)(Oc2cccc(C)c2)OC(c2ccccc2)C(F)(F)F)c1 (configuration not stated)	12	0	-16	-9	-0.2	-1.0	-2.0	100	-3	-5
COc1cc(C=NNC(=S)Nc2ccc(S(=O)(=O)N3CCCCC3)cc2)cc(OC)c1OC	3	0	-10	3	0.1	-2.1	1.5	93	8	-4
COc1ccc(CN2C(=O)CC(=O)NC2=O)cc1	2	-2	-17	-2	-0.3	0.4	-0.2	89	0	1
Cc1cc(S(=O)(=O)NCC(C)C)ccc1OCC(=O)N1CCN(Cc2ccccc2)CC1	2	2	0	-24	-0.1	-0.7	-1.8	87	-1	0
CC12CC[C@H]3[C@@H](CCC4(O)C[C@H](O)CCC34/C=N/NC(=O)c3ccccc3Cl)C1(O)CCC2C1=CC(=O)OC1 (some centres not stated)	4	-3	-4	0	0.1	-0.6	0.0	95	2	-1
Cc1c(C=O)c2ccccc2n1Cc1ccccc1F	1	14	4	-13	1.2	-1.0	3.3	94	-2	4
Cc1ccsc1-c1nc(CSCC(=O)N2CCC3(CC2)OCCO3)c(C)o1	8	3	-1	-14	0.5	-0.1	6.0	101	-1	-2
CN(C)C(=O)Oc1ccc(Cl)c2cccnc12	24	-2	3	-2	-0.2	-1.4	-0.6	94	2	0
O=C(c1ccc(-c2ccccc2)cc1)C1CCCN(Cc2ccn[nH]2)C1 (configuration not stated)	13	8	3	4	0.4	-2.2	3.2	106	-4	-7
O=C(C1CC(=O)N(C2CCCCCCC2)C1)N1CCC2(CC1)OCCO2 (configuration not stated)	6	0	2	-2	-0.1	-0.9	-0.5	94	0	4
CN(C)C(=O)On1c(-c2ccccc2)nc2ccc(Cl)cc21	6	-3	8	-8	-0.3	-0.3	2.3	97	-3	-4
COC(=O)C1C2c3ccccc3OC1(C)N=c1s/c(=C/c3cn(C)nc3C)c(=O)n12 (configuration not stated)	8	2	4	18	-0.1	0.5	-1.2	99	-1	3
CC/C(=N\NC(=O)c1ccccc1O)c1c(O)n(C2CCCCC2)c(=O)[nH]c1=O	6	1	-1	2	-0.4	-3.6	-0.3	94	0	-1
COC(=O)C1=C(c2ccc(C(C)=O)cc2)C[C@@H]2CC[C@H]1N2C(=O)NCCO	2	-2	0	2	0.0	0.5	3.3	101	2	0

Among those listed so far, 2 contain bromine:
SMILES	MC4R antag cAMP	Exocytosis inh	ABHD5 PLIN5 PPI	Cardio protect	aDG glyco act	MC4R barr agon	hiPSC survival	ABCB6 inh MLPCN	N-glyco inh	m5-HT2A agonist
COc1ccc(-n2c(O)c(/C=C3\C=Nc4ccc(Br)cc43)c(=O)[nH]c2=O)c(OC)c1	20	-7	22	12	-0.1	0.4	-0.4	95	11	7
Cc1cc([P+](=O)O)c(C)n1-c1ccc(Br)cc1	3	-2	3	2	0.0	-2.1	0.6	96	-1	0

Going on with the list.
SMILES	MC4R antag cAMP	Exocytosis inh	ABHD5 PLIN5 PPI	Cardio protect	aDG glyco act	MC4R barr agon	hiPSC survival	ABCB6 inh MLPCN	N-glyco inh	m5-HT2A agonist
Cc1cc(C=O)c(C)n1CC1CCCO1 (configuration not stated)	12	-2	-3	5	0.1	0.6	2.1	103	2	0
C[C@@H]1CN([C@@H](C)CO)C(=O)CCCn2nncc2CO[C@@H]1CN(C)C(=O)Oc1cccc2ccccc12	13	-8	2	6	-0.1	1.5	-2.1	100	0	1
CC(Cc1ccccc1)N1Cc2ccccc2C1 (configuration not stated)	27	-12	-6	6	0.1	1.2	0.1	96	1	-8
N#CC1=C(N)Oc2c(c(=O)oc3ccccc23)C1c1ccccc1OC(=O)c1cccs1 (configuration not stated)	-2	1	-1	28	0.8	-0.5	0.1	105	-1	4
CC(C)(C)C(=O)O[C@H]1CC[C@@]2(C)C(=CC(=O)C3C2CC[C@]2(C)C(=O)CCC32)C1 (some centres not stated)	-2	13	-3	3	0.9	-3.1	3.0	107	-1	0
O=C(NC1CN2CCC1CC2)c1ccc(-c2ccc([N+](=O)[O-])cc2)o1 (configuration not stated)	3	-2	1	-2	0.1	0.2	-2.7	86	-1	1
O=[N+]([O-])c1ccc(C2C3C(c4ccccc4)=NC4(CCCC4)N32)cc1 (configuration not stated)	19	-7	-7	-4	0.3	-1.3	-0.6	103	4	-2
COC(=O)C1=C(c2ccc(F)cc2F)C[C@@H]2CC[C@H]1N2C(=O)NCCOc1ccccc1Cl	6	9	9	-3	-0.1	0.9	-1.0	99	-3	4
O=[N+]([O-])c1ccc(C2[C@H]3C(c4ccccc4)=NC4(CCCCC4)N23)cc1 (some centres not stated)	-3	-1	6	-7	-0.3	4.3	-1.9	90	1	0
CNC(=O)OCCc1n(C)cc[n+]1C	9	1	5	2	-0.1	-0.5	-1.4	100	4	3
CN1OC[C@@H]2COc3ccc4ccccc4c3[C@@H]21	3	2	0	0	0.1	-2.9	0.0	95	1	3
CN(C)CCSCc1nnc2n1-c1ccc(Cl)cc1C(c1ccccc1Cl)=NC2	-2	-10	-6	2	0.1	-0.6	-0.2	94	-3	-4
c1cc2c(cc1CN1CCNCC1)OCO2	11	13	-8	11	0.0	-1.6	-0.4	99	1	-3
COC(=O)C1=C(c2cccc(OCc3ccccc3)c2)C[C@@H]2CC[C@H]1N2C(=O)NCc1ccc(N(C)C)cc1	13	12	4	-2	-0.2	-1.2	-3.4	88	-5	4
CCOC(=O)[C@]12Cc3cc4ccccc4cc3[C@H]1N(Cc1ccccc1)C(=O)c1ccccc12	/	2	16	/	0.1	/	-1.4	96	/	-4
CN1Cc2cccnc2N(C)Cc2cc(Cl)ccc21	10	-4	-6	8	-0.1	-3.2	-0.6	97	-3	-5
CCOC(=O)c1cccc(C2=C(CNC(=O)c3ccncc3)[C@H]3CC[C@@H](C2)N3Cc2ccccc2)c1	8	-1	-2	21	0.0	0.7	0.3	102	-4	-7
O=C(Nc1ccc(Cl)cc1C(=O)c1ccccc1)c1ccccc1	-4	0	-6	-12	0.5	0.2	0.7	92	0	-3
Cc1cc(=O)oc2cc3c(cc12)CCCN3	-1	-2	-12	0	0.1	0.2	-0.6	96	2	0
CCn1cc(C(=O)N2CCC3(CC2)OCCO3)c(=O)c2cc(S(=O)(=O)N3CCCC3)ccc21	17	3	5	-1	-0.1	1.3	-0.1	94	3	-4
COC(=O)c1ccccc1OP1(=O)COc2ccccc2OC1	19	0	-3	2	-0.1	2.5	1.0	100	6	2
O=c1c2ccccc2[nH]c(=S)n1-c1ccc(Br)cc1	-6	2	-8	-5	0.5	-1.5	0.5	92	-2	1
COC(=O)COc1ccc(/C=C2\C(=O)NC(=S)N(c3ccc(C)cc3)C2=O)cc1OC	13	-2	-8	7	0.0	-0.8	-0.1	102	4	3
COC(=O)C1=C(c2ccc(S(C)(=O)=O)cc2)C[C@@H]2CC[C@H]1N2C(=O)NCc1cccc2ccccc12	7	-2	3	-4	-0.5	-1.3	-3.3	102	-4	2
COc1ccc(NP(=O)(Oc2ccccc2OC)Oc2ccccc2OC)cc1	10	2	-4	19	-0.7	-1.6	3.1	96	-2	4
Cc1cccc(C(O)(C(=O)NNC(=O)CN2CCN(C)CC2)c2cccc(C)c2)c1	15	11	5	8	-0.3	3.0	-2.7	98	-2	4
CCCn1c(C)cc(C=O)c1C	-2	-2	0	0	-0.2	-1.7	0.1	88	1	0
COc1ccc(-c2nc3ccccc3c(=O)o2)cc1	11	-2	2	-13	-0.1	-2.3	-2.6	101	2	2
Cc1cc(C)nc(NS(=O)(=O)c2ccc(N=Cc3c(O)n(C)c(=O)n(C)c3=O)cc2)n1	23	-4	13	4	-0.3	3.5	-0.4	107	0	6
O=C1NC(=O)N(Cc2ccco2)C(=O)/C1=C/c1ccc(-c2cccc([N+](=O)[O-])c2)o1	31*	30	20	-22	-0.2	-0.6	-2.0	103	5	5
C=CCn1c(O)c(C(C)=NC(C)c2ccccc2)c(=O)[nH]c1=O (configuration not stated)	1	-7	-1	2	-0.1	-2.5	-0.7	98	11	3
CC1CN=C(NCc2ccc(F)cc2)S1 (configuration not stated)	4	-1	0	5	0.9	-1.6	0.9	104	-1	-3
O=C(Nc1ccc(OC(=O)N2CCCC2)cc1)N1CCOCC1	10	1	-1	1	0.0	-1.6	3.8	107	4	-2
O=C(CF)NC(NC(=S)Nc1ccccc1O)C(Cl)(Cl)Cl (configuration not stated)	-1	3	4	-16	0.4	-1.5	-1.7	105	2	-2
Clc1ccc(C2N3CCCN23)c(Cl)c1 (configuration not stated)	7	1	2	0	0.0	-1.3	-0.3	95	4	1
COc1ccccc1Sc1ccccc1CC(C)N (configuration not stated)	7	-2	9	-1	1.2	-0.4	-1.6	103	-3	-2
